# Compound activity as filed in PubChem.
# ROC1-CUL1 inh – inhibitors of human ROC1-CUL1 ubiquitin ligase activity | E3 ubiquitin-protein ligase RBX1 (Homo sapiens) + Cullin-1 (Homo sapiens), P62877+Q13616 | in vitro K48 di-Ub FRET, acceptor:donor ratio, 45 min | inhibition, % at 10 µM | actives 0.6% (n = 140,000); in the data active = inhibition above about 25%
# Target sequence (P62877 whole entry, looked up): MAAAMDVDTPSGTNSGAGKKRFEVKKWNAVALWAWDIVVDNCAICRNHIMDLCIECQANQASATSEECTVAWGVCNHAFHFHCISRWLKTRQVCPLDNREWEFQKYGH
# Target sequence (Q13616 whole entry, looked up): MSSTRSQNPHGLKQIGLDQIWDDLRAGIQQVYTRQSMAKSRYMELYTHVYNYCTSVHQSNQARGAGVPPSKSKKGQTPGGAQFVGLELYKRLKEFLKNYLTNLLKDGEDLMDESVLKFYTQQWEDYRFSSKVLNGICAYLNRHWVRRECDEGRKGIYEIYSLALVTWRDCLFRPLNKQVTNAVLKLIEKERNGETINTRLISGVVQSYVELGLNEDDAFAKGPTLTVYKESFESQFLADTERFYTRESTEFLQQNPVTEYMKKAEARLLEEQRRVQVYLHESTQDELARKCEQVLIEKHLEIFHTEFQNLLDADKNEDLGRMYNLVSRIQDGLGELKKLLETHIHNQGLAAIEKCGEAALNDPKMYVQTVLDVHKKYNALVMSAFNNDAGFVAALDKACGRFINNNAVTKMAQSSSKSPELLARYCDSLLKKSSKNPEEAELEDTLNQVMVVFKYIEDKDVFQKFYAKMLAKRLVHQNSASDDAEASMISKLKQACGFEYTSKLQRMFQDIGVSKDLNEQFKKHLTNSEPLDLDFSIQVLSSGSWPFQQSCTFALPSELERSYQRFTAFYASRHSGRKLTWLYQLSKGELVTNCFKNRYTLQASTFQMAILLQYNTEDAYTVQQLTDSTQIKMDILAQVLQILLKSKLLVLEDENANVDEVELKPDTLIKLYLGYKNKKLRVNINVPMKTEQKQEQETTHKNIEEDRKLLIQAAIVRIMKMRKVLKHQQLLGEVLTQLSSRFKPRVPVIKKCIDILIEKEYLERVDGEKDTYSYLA
# * marks the source's active call; other numbers are inactive results. This is a subset; rates above refer to the full screens.
ROC1-CUL1 inh | compound
8 | C=CCN(Cc1nc(-c2cccc(Cl)c2)oc1C)C1CCS(=O)(=O)C1 (stereo unspecified)
0 | Cc1ccccc1NC(=O)CCS(=O)(=O)c1ccc(Cl)cc1
3 | COc1ccc(CCNC(=O)CCc2c(C)nc3c(c(C)nn3-c3ccc(C)c(C)c3)c2C)cc1OC
-1 | O=C(c1ccccc1)c1cc(Cl)ccc1N=CC1N=C(c2ccccc2)OC1=O (stereo unspecified)
-14 | c1ccc(C2CC(c3cccs3)=NN2c2ccccc2)cc1 (stereo unspecified)
5 | COCCn1c(=O)c2c(nc3n(C)c(C)cn23)n(C)c1=O
3 | CC(Oc1ccccc1)C(=O)Nc1cccc(NC(=O)C(C)Oc2ccccc2)n1 (stereo unspecified)
9 | CCC(C)Oc1c(Cl)cc(/C=C2\C(=O)NC(=S)N(C)C2=O)cc1OC (stereo unspecified)
-5 | CCc1ccccc1Nc1nn2c(=O)c3ccc(C(=O)NC(C)C)cc3nc2s1
5 | CC(C)(C)c1csc(SCC(=O)Nc2ccc(Br)cn2)n1
0 | O=C(CSc1nnnn1-c1ccc2c(c1)OCO2)Nc1ccc(F)c(F)c1
2 | Cc1cccc(Cn2c(=O)n(CCc3ccccc3)c(=O)c3sc4ccccc4c32)c1
6 | O=C1c2ccccc2C(=O)N1CCSc1cnccn1
0 | O=C(CSCc1ccccc1Cl)N/N=C/c1ccc(OC2CSC2)cc1
-3 | CC(=O)C(Sc1ccc(C)cc1)C(C)=O
-2 | O=C1CCN1C1(C(=O)NC2CCCCC2)CCCC1
-7 | Cc1cc(Oc2ccc(C#N)c(C#N)c2)ccc1Cl
5 | CCC(Nc1nc2nonc2nc1N1CCOCC1)c1cccs1 (stereo unspecified)
-7 | O=C(NCCC1=CCCCC1)c1ccc2c(c1)sc1nc(-c3ccc(F)cc3)cn12
0 | Cc1cc(C)c(S(=O)(=O)Nc2ccc(Cl)c(Cl)c2)c(C)c1
93* | COc1cc(/C=C2\C(=O)NN(c3ccccc3)C2=O)cc(Cl)c1OCCCOc1ccccc1
1 | O=C(c1cnc[nH]1)N1CCC2(CCCN(Cc3ccc(F)c(F)c3)C2)C1 (stereo unspecified)
5 | COc1ccccc1C(=O)NNc1nc(-c2ccc(NC(C)=O)cc2)cs1
-1 | Cc1cc(C)cc(NS(=O)(=O)c2ccc(N3CCCCS3(=O)=O)cc2)c1
-10 | Cc1ccc(Cn2cc(CCC(=O)NCc3ccccc3F)c3ccccc32)cc1
-11 | Cc1ccccc1Oc1cc(NC(=O)c2cc3nc(-c4ccccc4)cc(C(F)(F)F)n3n2)cc(Oc2ccccc2C)c1
4 | Cc1cc(=O)[nH]c2cc(-c3ccccc3)nn12
-3 | COc1ccc(-c2ccc3c(N)c(C(=O)NCc4ccc(C(F)(F)F)cc4)sc3n2)cc1
2 | O=C(NCC1(c2ccccc2)CCCC1)C(=O)Nc1cccc(C(F)(F)F)c1
1 | O=C(CSc1nnc(Cn2cnc3ccccc32)o1)Nc1ccccc1

# 7 of the entries above in order of the ROC1-CUL1 inh value, ascending:
ROC1-CUL1 inh | compound
-2 | O=C1CCN1C1(C(=O)NC2CCCCC2)CCCC1
0 | O=C(CSc1nnnn1-c1ccc2c(c1)OCO2)Nc1ccc(F)c(F)c1
1 | O=C(CSc1nnc(Cn2cnc3ccccc32)o1)Nc1ccccc1
2 | O=C(NCC1(c2ccccc2)CCCC1)C(=O)Nc1cccc(C(F)(F)F)c1
3 | COc1ccc(CCNC(=O)CCc2c(C)nc3c(c(C)nn3-c3ccc(C)c(C)c3)c2C)cc1OC
5 | CC(C)(C)c1csc(SCC(=O)Nc2ccc(Br)cn2)n1
9 | CCC(C)Oc1c(Cl)cc(/C=C2\C(=O)NC(=S)N(C)C2=O)cc1OC (stereo unspecified)

# The list goes on:
ROC1-CUL1 inh | compound
14 | Fc1ccc2c(c1)[C@H]1OCC[C@H]1[C@@H](c1ccco1)N2
-5 | Cc1cc(C)c(NC(=O)CSc2ccc(-c3ccccn3)nn2)c(C)c1
0 | O=S(=O)(Nc1nc2n(n1)C(c1ccccc1)CC(c1ccc(Cl)cc1)=N2)c1ccccc1 (stereo unspecified)
1 | CC(=O)c1cccc(Nc2nn(-c3ccc(OC(F)(F)F)cc3)nc2C(C)=O)c1
-3 | O=C1CC[C@@H](CN(Cc2ccncc2)C(=O)c2cn(C3CCCCCC3)nn2)N1
-2 | COc1ccc2c(c1)-c1nc(NC(=O)c3ccc(Cl)cc3)sc1CC2
6 | Cc1cccc(-n2nnnc2SCC(=O)Nc2cccc(C(F)(F)F)c2)c1
3 | Cc1nnc(SCC2=Nc3ccc(F)cc3C(=O)C2)n1C
0 | Cc1oc(-c2cc3c(cc2Cl)OCO3)nc1CN1CCCCC1CCO (stereo unspecified)
2 | Cc1c(C(=O)NC2CCS(=O)(=O)C2)nnn1-c1cccc(Cl)c1 (stereo unspecified)
3 | O=C(O)CN1C(=O)/C(=C\c2cccc3ccccc23)SC1=S
-8 | O=C(Cc1ccccc1)NC(c1ccccc1)c1ccc2cccnc2c1O (stereo unspecified)
-5 | CCCCCCCc1nnc(NC(=O)COc2ccccc2)s1
8 | CC(C)S(=O)(=O)c1ncc(CN2CCCCO2)n1Cc1ccccc1F
0 | O=C(NCCCc1ccccc1)c1ccc(-c2ccccc2)cc1
-1 | CCOC(=O)c1ccc(CNC(=O)C(CCSC)NC(=O)c2ccccc2)o1 (stereo unspecified)
0 | CCCN1C(=O)c2ccccc2CC1(C)C(=O)NC1CCCCC1 (stereo unspecified)
6 | Cc1cccc2c(Cc3nn4c(C)nnc4s3)noc12
0 | O=C(NC1CCN(Cc2ccccc2)CC1)c1ccc(Cn2c(=O)c3ccccc3n(Cc3ccccc3)c2=O)cc1
3 | COc1ccc(-c2nnc(NC(=O)c3ccccc3OC)s2)cc1OC
-1 | Cc1nc(C)c2c(C)c1CSCc1c(C)nc(C)c(c1C)CSC2
-4 | O=C(NCCc1csc(-c2cccnc2)n1)c1cccc(C(F)(F)F)c1
3 | O=C(Cc1ccccc1)Nc1c(F)cccc1F
3 | O=c1cc(-c2ccccc2Br)oc2c(=O)ccccc12
-3 | COc1ncc(CN2CCC(C3CCN(CC(C)(C)C)C3)CC2)cn1 (stereo unspecified)
-9 | COc1ccc2c(c1)N(C(=O)c1ccc(C(C)(C)C)cc1)C(C)(C)c1ssc(=S)c1-2
-7 | COc1ccc(CCNC(=O)C2=C(C)C(=O)OC23CCCCC3)c(OC)c1
8 | Cc1ccc(S(=O)(=O)NCCC(=O)Oc2cc(C)cc3oc(=O)cc(-c4ccccc4)c23)cc1
4 | CCNS(=O)(=O)c1ccc(N2CCOCC2)nc1
3 | CCOc1ccc(S(=O)(=O)N2CCN(c3c(C)cccc3C)CC2)c2ccccc12

# Reprinted at random: 2 records from the list.
ROC1-CUL1 inh | compound
1 | O=C(CSc1nnc(Cn2cnc3ccccc32)o1)Nc1ccccc1
6 | Cc1cccc(-n2nnnc2SCC(=O)Nc2cccc(C(F)(F)F)c2)c1

# Returning to the listing, repeating the two entries before the break.
ROC1-CUL1 inh | compound
4 | CCNS(=O)(=O)c1ccc(N2CCOCC2)nc1
3 | CCOc1ccc(S(=O)(=O)N2CCN(c3c(C)cccc3C)CC2)c2ccccc12
-5 | O=C(c1ccc2c(c1)OCO2)c1cn(Cc2ccc(F)cc2)c2ccccc2c1=O
6 | CN(C)c1c(F)c(F)c2cc3c(C(C)(C)C)nn(C)c3nc2c1F
47* | Cc1sc2nc(-c3ccc(-c4ccc(Cl)c(C(=O)O)c4)o3)[nH]c(=O)c2c1C
-3 | CCN(CC)C(=O)Cn1nc(C(F)(F)F)c(Cl)c1C
-19 | Cc1cc(NC(=O)c2ccc(Br)o2)cc(-c2nc3ccccc3o2)c1O
1 | COc1ccc(/C=N/Nc2nc3ccccc3[nH]c2=O)cc1
10 | Cc1cc(C)n2c(Nc3cccc(C(F)(F)F)c3)c(-c3ccsc3)nc2n1
-5 | Cc1nc(-c2ccc(F)cc2)sc1CCNC(=O)c1ccccc1C(F)(F)F
1 | COC(=O)CNC(=O)c1ccc(OC2CCN(C(=O)C3CC3)CC2)cc1
3 | Cc1ccc(CCNC(=O)c2c(C)oc3ncnc(N4CCOCC4)c23)cc1
-3 | CSc1ccsc1C(C)=O
-1 | Cc1ccccc1CN1CCNC(=O)C1CC(=O)NCCOC(C)C (stereo unspecified)
-3 | Cc1ccc(-c2cc(C(=O)N/N=C/c3ccsc3)c3ccccc3n2)cc1C
31* | O=C1S/C(=C\c2cc(Br)cc(Br)c2O)C(=O)N1c1ccc(Cl)cc1
-2 | COc1cc2c(cc1OC)CN(S(=O)(=O)c1cccc(F)c1)CC2
-2 | Cc1cccc(-c2cc(NC(=O)c3ccccc3C)n(-c3ccccc3)n2)c1
-19 | CC(=O)Nc1nc(-c2ccccc2)c(Br)s1
-10 | CCOC(=O)c1ccc2c(c1)N(Cc1cccc([N+](=O)[O-])c1)C(=O)c1ccccc1S2
5 | CC(C)C(=O)N1CCN(S(=O)(=O)c2ccc(Br)s2)CC1
9 | CN(C(=O)CSc1nc(C2CCCC2)nc2c1c(=O)n(C)c(=O)n2C)c1ccccc1
-4 | COc1ccc(/C=C2\C(=O)NN(c3ccc(F)cc3)C2=O)cc1
2 | O=C(NCCc1cc(=O)[nH]cn1)c1sc2cccc(F)c2c1Cl
-1 | COc1ccc(N(C(=O)Cc2ccccc2)S(=O)(=O)c2ccccc2)cc1
0 | CCc1cccc(NC(=O)Cn2c(=O)n(-c3ccccc3C)c(=O)c3c2c2cc(C)ccc2n3C)c1
1 | CCCCC(=O)NCCc1ccccc1
6 | COc1ccc(C(=O)Nc2ccn(Cc3ccccc3Cl)n2)c(OC)c1
1 | CCN1CCCC(CN(C)c2nc3nonc3nc2NCCCOC)C1 (stereo unspecified)
1 | Cc1ccccc1C(=O)OCc1cc(=O)n2nc(C(C)C)sc2n1
-4 | O=C(CSc1nc(-c2ccccc2)cc(C(F)(F)F)n1)Nc1ccccn1
-3 | COc1cc(C(=O)Nc2ccc3nc(SCc4ccc(C)cc4)sc3c2)cc(OC)c1OC
-5 | O=C1C2Cc3c([nH]c4ccccc34)C(c3ccccc3)N2C(=S)N1c1ccc(F)c(Cl)c1 (stereo unspecified)
-6 | CCc1ccc(-n2nc(C)c3c(C)cc(=O)n(CC(=O)Nc4ccc(C(C)=O)cc4)c32)cc1
9 | COc1ccccc1N1CCN(C(=O)CCc2ccc(S(=O)(=O)NCc3ccccc3)cc2)CC1
-8 | COc1ccc(OCCNC(=S)Nc2cccc3ccccc23)cc1
2 | COc1ccc(CC(=O)Oc2ccc(Br)cc2Cl)cc1
-1 | CC(C)(C)c1ccc(CSc2nnc(COc3ccc(Cl)cc3)o2)cc1
0 | Cc1ccc(NC(=O)CN(Cc2ccccc2)S(=O)(=O)c2ccc3nc(C)sc3c2)c(C)c1
-5 | CCN(Cc1ccncc1)C1CCCN(C(=O)C2(C(N)=O)CC2)C1 (stereo unspecified)
-6 | O=C(CSCc1c(Cl)cccc1Cl)Nc1ccccc1Br
8 | CCOc1ccc(C2Oc3cc(Cl)ccc3C(=O)C2=O)cc1OC (stereo unspecified)
-5 | O=S(=O)(c1ccc2nc(N3CCN(c4cccc(Cl)c4)CC3)ccc2c1)N1CCCCC1
-3 | COc1ccc2c(CNCc3ccc(Cl)cc3)c(C(=O)O)n(Cc3ccccc3C)c2c1
8 | NC(=O)C1CC(O)CC(C(N)=O)N1 (stereo unspecified)
-3 | CCOc1ccc(NS(=O)(=O)c2ccc(NC(=O)N3CCCC3)cc2)cc1
3 | Cn1c(SCC(=O)NCc2cccs2)nnc1C1CCCCC1
2 | CSc1nc(NNC(=O)c2ccco2)c2c3c(sc2n1)COC(C)(C)C3
4 | Cc1cccc(NC2=NC(=S)N(c3ccc(Cl)cc3)C23CCCCC3)c1
-3 | CCNC(=O)c1ccc(Cl)c(Cl)c1
-3 | COC(=O)c1ccc(NC(=O)CCOc2ccccc2)cc1
5 | Cc1cnc2ccccc2c1C(=O)O
4 | CCc1ccc(C2C(C)C(N3CCC(C(=O)NCc4ccc(C)o4)CC3)NS2(=O)=O)cc1 (stereo unspecified)
3 | COc1cc(C(=O)NC2Cc3ccccc3C2)cc(OC)c1OC
-2 | c1ccc2c(c1)Oc1ccccc1C2n1ccnc1
-9 | Cc1ccc(-c2cc(C(=O)N3CCN(S(=O)(=O)c4ccc(Br)s4)CC3)[nH]n2)cc1C
5 | O=C(Cn1c(C(F)(F)F)nc2ccccc21)c1ccccc1
-1 | O=C(c1ccccc1)N1CCC(C(=O)N2CCc3ccccc32)CC1
-21 | Cc1ccc(NC(=O)CN2C(=O)CCc3cc(S(=O)(=O)N4CCOCC4)ccc32)c(C)c1
-3 | CCOc1ccc2nc(NC(=O)c3cccnc3)sc2c1
3 | CCCCC1(C)NC(=S)N(c2ccc(C)cc2)N1 (stereo unspecified)
1 | O=C(Nc1ccc(Cl)cn1)c1sc2cccc(F)c2c1Cl

# More compounds
ROC1-CUL1 inh | compound
-5 | CCC(Oc1ccc(C)cc1)C(=O)N1CCOCC1 (stereo unspecified)
0 | CC(=O)N1CCc2c(sc3c2c(=O)n(CCc2ccccc2)c(=O)n3Cc2ccccc2C)C1
12 | CN1CCN(C(=S)Nc2ccc(Br)cc2)CC1
-6 | CCCOc1ccc(C2CC(=O)Nc3c2c(C)nn3-c2nncc(-c3cccc(OC)c3)n2)cc1OC (stereo unspecified)
-4 | Cn1nc(-c2ccccc2F)c2cc(C(=O)N3CCN(c4ccc(F)cc4)CC3)sc21
-2 | Cc1ccc2c(c1)N=C(CSCC(=O)Nc1nnc(C)s1)CC2=O
4 | O=C(Nc1ccc(N2CCOCC2)cc1)Nc1cccc(Cl)c1
-8 | CC1CCc2c(sc3nc(SC4CCCCN(C(=O)c5ccc(Cl)cc5)C4=O)n(-c4ccccc4)c(=O)c23)C1 (stereo unspecified)
-5 | Cc1nc(CC(=O)Nc2ccc(N(C)C)cc2)cs1
-9 | Cn1ncc(Br)c1C(=O)NC1CCCCCCC1
-1 | Cc1cccc(C)c1C(=NCCN(C)C)c1c(C)cccc1C
9 | O=C(Nc1ccccc1)N1N=C2c3ccccc3CCC2C1c1ccccc1Cl (stereo unspecified)
6 | O=C(Nc1nnc(N2CCCCCC2)s1)Nc1ccccc1C(F)(F)F
9 | CCCCn1cnc2scc(-c3ccc(OCCC)cc3)c2c1=O
